Screens: PubChem, several laboratories
phage Ecoli inh: E. coli growth loss with phage present. growth absorbance. inhibition, % at 11.9 µM. hit rate 0.26% among 360,000; in the data active means inhibition above about 11%
E coli growth: bacterial growth inhibition, counter-screen for AddAB inhibitors. E. coli V3065 growth, OD600 absorbance, 18 h. inhibition, % at 11.9 µM. hit rate 0.27% among 330,000;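 active means inhibition above the campaign's mean inhibition across all tested compounds plus 3 SD, cut at about 9.9% in these data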;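 further: uninfected addAB+ strain grown without phage in ampicillin broth; 0% = DMSO wells and 100% = ciprofloxacin 0.95 µg/ml wells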
AddAB inh: less growth of phage-infected E. coli with AddAB | E. coli expressing H. pylori AddAB, absorbance growth | inhibition, % at 11.9 µM | hit rate 0.29% among 330,000; in the data active means inhibition above about 12%;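 further: 0% = vehicle wells of infected cells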
MOR-DOR ag: OPRM1-OPRD1 heterodimerization agonism | cells, luminescence | activation, % at 9.3 µM | hit rate 0.3% among 340,000 | AID 504326; in the data active means activation above about 18%;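 further: 0% = vehicle-treated cells and 100% = reference agonist; values of inactives mirror those of a sister screen read the other way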
PfHsp90 yeast 2: growth inhibition of yeast expressing Plasmodium Hsp90; S. cerevisiae expressing PfHsp90, BacTiter-Glo ATP, 48 h; yeast lacking PDR1 and PDR3 efflux regulators; inhibition, % at 9.4 µM; hit rate 0.32% among 310,000; AID 504621;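 active means every replicate shows inhibition above about 80%, whatever the replicate mean, limit read from the data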;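 further: 0% = DMSO neutral controls and 100% = 20 µM radicicol positive controls; yeast relying on Plasmodium falciparum Hsp90 in place of its own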
MOR-DOR inv ag: mu-delta opioid heterodimer inverse agonism | inhibition, % at 9.3 µM | hit rate 0.21% among 340,000 | AID 504357 | cell-based MOR-DOR heterodimer luminescence; in the data active means inhibition above about 22%, passing the limit was not always enough;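 further: 0% = cells with DMSO and 100% = wells without cells with DMSO; values of inactives mirror those of a sister screen read the other way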
Tat transport: blocks Tat-dependent protein export in E. coli. hit rate 0.036% among 340,000. inhibition, % at 10 µM. E. coli MC4100 TorA-mCherry Tat export, fluorescence;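 active means mean replicate inhibition at least 50% and at least half of replicates individually reaching 50%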;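 further: exported cargo escapes ClpAP degradation while cytoplasmic cargo is degraded and loses fluorescence; 0% = median of neutral control wells and 100% = median of NaSCN control wells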
Arr AP2 block: human beta-arrestin and AP2 interaction inhibition; FITC-arrestin peptide / GST-AP2 beads, flow cytometry; AP2 beta2 appendage carries R879A mutation; hit rate 0.31% among 340,000; AID 504490; inhibition, % at 10 µM;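 active means inhibition above a set limit, near 3 SD of compounds lacking own fluorescence, cut at about 54% in these data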;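 further: plate controls were DMSO wells for no effect and 5 µM unlabelled arrestin peptide for full effect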
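Test system: GST-tagged AP2 beta2-adaptin appendage (R879A) on 4 µm glutathione beads; also added: fluorescein-tagged arrestin peptide at 50 nM final; timing: 12 min plus 1 h, RT; signal: flow cytometry, FL1 (488/535 nm); read-out: percent drop in bead-associated FITC signal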
PKA-R1A activ: activates the PKA-R1A holoenzyme complex. PKA-R1A dissociation, Cy5-IP20 fluorescence polarization; scaled: DMSO 0%, 113 µM cGMP 100%. activation, % at 11.4 µM. hit rate 0.083% among 340,000;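 active means percent activation above the mean of all tested compounds plus 3 SD, cut at about 19% in these data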;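 further: higher means more PKAc released from R1A so a rise in polarization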
DSG3 Ab inh: human desmoglein-3 autoantibody binding inhibition. DSG3-coupled beads, scFv-anti-DSG3-GFP binding, flow cytometry; stronger effect = lower value. binding (percent of control), % at 10 µM. hit rate 0.48% among 310,000. P32926. AID 588358;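 active means binding more than 3 SD below its plate's average and above zero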;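 further: hits lower antibody fragment binding to DSG3; some compounds called inactive have numbers as strong as hits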
Target sequence (P32926 whole entry, looked up, the tested form may be a part): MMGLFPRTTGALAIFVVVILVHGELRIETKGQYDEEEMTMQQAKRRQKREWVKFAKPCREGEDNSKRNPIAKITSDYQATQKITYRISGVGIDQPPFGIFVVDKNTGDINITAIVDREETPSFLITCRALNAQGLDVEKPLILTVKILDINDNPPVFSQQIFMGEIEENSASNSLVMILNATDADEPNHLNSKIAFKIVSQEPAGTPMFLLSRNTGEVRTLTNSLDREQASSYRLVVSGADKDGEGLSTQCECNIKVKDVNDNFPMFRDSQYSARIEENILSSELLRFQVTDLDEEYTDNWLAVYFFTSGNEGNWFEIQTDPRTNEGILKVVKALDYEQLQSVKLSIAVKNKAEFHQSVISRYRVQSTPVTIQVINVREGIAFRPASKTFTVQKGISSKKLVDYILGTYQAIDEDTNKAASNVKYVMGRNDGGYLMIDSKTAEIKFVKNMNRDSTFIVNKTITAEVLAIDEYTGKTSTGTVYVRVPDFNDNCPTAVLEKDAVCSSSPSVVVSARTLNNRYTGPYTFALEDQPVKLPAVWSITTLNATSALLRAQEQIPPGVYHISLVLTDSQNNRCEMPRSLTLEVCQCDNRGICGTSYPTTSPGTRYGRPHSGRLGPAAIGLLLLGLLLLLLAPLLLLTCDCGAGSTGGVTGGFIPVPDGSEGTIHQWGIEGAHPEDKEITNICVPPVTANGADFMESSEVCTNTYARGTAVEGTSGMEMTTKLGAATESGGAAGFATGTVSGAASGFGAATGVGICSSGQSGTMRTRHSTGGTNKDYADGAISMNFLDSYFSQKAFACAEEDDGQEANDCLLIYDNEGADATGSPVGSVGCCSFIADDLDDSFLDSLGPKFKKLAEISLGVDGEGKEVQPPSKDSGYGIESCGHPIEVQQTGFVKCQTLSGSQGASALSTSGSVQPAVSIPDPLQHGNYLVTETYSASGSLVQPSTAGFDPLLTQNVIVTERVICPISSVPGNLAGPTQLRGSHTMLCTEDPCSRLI
Mot1-301 SUMO: SUMOylation pathway inhibition by Mot1-301 growth rescue; S. cerevisiae Mot1-301 growth rescue, ATP luminescence, 38.5C; percent above DMSO median, 100 means doubled; growth rescue, % at 18.8 µM; hit rate 1% among 320,000; AID 2716;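 active means every valid replicate shows activation above 250% relative to neutral control wells; inactive means the rest, any valid replicate at or below 250%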;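 further: OY570 slx delta 5 strain wells were the positive control but not used for scaling; some compounds called inactive have numbers as strong as hits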
* hit, by the source's call; nt = not tested or not shown.

SMILES | phage Ecoli inh | E coli growth | AddAB inh | MOR-DOR ag | PfHsp90 yeast 2 | MOR-DOR inv ag | Tat transport | Arr AP2 block | PKA-R1A activ | DSG3 Ab inh | Mot1-301 SUMO
Clc1ccc(-c2nc(-c3ccncc3)no2)c(Cl)c1 | 2.7 | 0.5 | 3.5 | -0.2 | -14 | 1 | 3 | 10 | -5 | 105 | 40
Oc1ccc(CN2CCN(c3ccccc3)CC2)c2cccnc12 | nt | 2.2 | 3.1 | 2.7 | 12 | -15 | 2 | 8 | 3 | 98 | 0
CC1C/C(=N\Nc2ccc(S(N)(=O)=O)cc2[N+](=O)[O-])CC(C)(C)C1 (stereo unspecified) | 0.4 | 2.7 | 0.2 | 11 | -42 | -59 | -2 | -2 | -5 | 98 | 16
N#Cc1c(-c2cccs2)nc(SCC(=O)c2cccs2)[nH]c1=O | 2.3 | -1.2 | 2.2 | -1.9 | nt | 9 | -1 | -4 | 2 | 93 | 5
Cc1cc(C)c(C(N)=O)c(NC(=O)Nc2ccccc2Cl)n1 | 3.0 | -1.7 | 1.1 | -2.8 | -20 | 15 | -6 | 31 | -6 | 95 | 16
COc1ccc(OC)c(C(=O)c2ccc(C(=O)Nc3ccc4ccccc4c3)cc2)c1 | 2.8 | -1.5 | 1.0 | 0.3 | -4 | -2 | 3 | 11 | 6 | 125 | -3
Clc1ccc(-c2nnc3n2-c2ccccc2SC3)cc1 | 2.9 | -3.8 | 0.6 | -2.3 | 7 | 11 | 0 | -7 | -1 | 106 | -4
COc1ccccc1CNC(=O)COc1ccc2c(c1)CCC2 | 3.7 | -0.2 | 3.7 | 0.3 | -6 | -1 | -3 | 2 | -14 | 107 | -12
O=S1(=O)CCOC[C@H](Cc2ccccc2)N1Cc1ccc(F)cc1 | 3.0 | -0.2 | 3.5 | 0.8 | nt | -4 | 1 | 27 | -3 | 103 | -4
CC(CCc1ccccc1)NC(=O)COC(=O)C12CC3CC(CC(Br)(C3)C1)C2 (stereo unspecified) | 2.8 | 0.5 | -1.2 | 2.7 | -40 | -15 | 6 | -9 | 1 | 126 | 7
COc1cccc(/C=C/C(=O)NCC2CCCCC2)c1 | 3.6 | 0.1 | -2.1 | -1.6 | 3 | 11 | 9 | 5 | 4 | 100 | 1
Cc1ccc(S(=O)(=O)c2nc(NCc3ccc4c(c3)OCO4)sc2Cl)cc1 | 1.0 | 0.0 | 2.3 | 4.4 | -6 | -24 | 5 | 16 | 0 | 104 | 11
Cc1cc([N+](=O)[O-])ccc1NCc1cccc([N+](=O)[O-])c1 | 3.7 | -2.7 | 1.8 | 0.1 | -17 | -1 | 4 | 3 | -10 | 96 | 13
CCOC(=O)N/N=C\c1ccc(OC/C=C/c2ccccc2)cc1 | 1.2 | nt | nt | -2.6 | 3 | 14 | -2 | 27 | 9 | 102 | 12
COc1ccc(CCN2C(=O)NC(NS(=O)(=O)c3ccccc3)(C(F)(F)F)C2=O)cc1OC (stereo unspecified) | -0.6 | 0.6 | 2.0 | -0.6 | -9 | 3 | 0 | -12 | -9 | nt | -5
CC(C)Nc1ccc(C(CC(N)=O)NC(=O)Cc2ccc(Br)cc2)cc1[N+](=O)[O-] (stereo unspecified) | 1.0 | -0.9 | -1.7 | -3.7 | -10 | 21 | 11 | -5 | -10 | 106 | 2
O=S(=O)(Nc1ccc(S(=O)(=O)N2CCCC2)cc1)c1ccc(F)cc1 | -0.1 | -0.4 | 3.5 | 0.6 | -2 | -3 | 4 | -1 | -4 | 94 | -3
CCC(CC)C(=O)NCc1ccc2c(c1)cc(C)n2C | 2.6 | -1.8 | 2.0 | -1.1 | nt | 6 | 6 | 7 | -5 | nt | 13
COC(=O)c1cn(-c2ccccc2)c(C)c1C(=O)OC | 0.3 | 1.2 | 3.6 | -2.4 | 7 | 14 | 0 | -5 | 2 | nt | -1
N#CCCN(/N=C/c1cccnc1)C1=NS(=O)(=O)c2ccccc21 | 3.1 | -1.2 | 0.2 | -1.7 | -2 | 11 | 3 | 4 | 2 | 91 | 1
Cc1cccc(C(=O)NC2CCN(CC(=O)NCc3cccs3)CC2)c1 | 2.8 | 0.8 | -0.8 | -1.9 | 7 | 10 | -1 | 10 | 0 | 91 | nt
CC(C)N(CC(N)=O)C(=O)Cc1coc2cc3c(cc12)CCC3 | 3.9 | -1.2 | 3.6 | -2.6 | 7 | 13 | -5 | nt | 5 | 99 | 6
O=C(Nc1ccccc1N1CCCCC1)c1ccc(Cl)cc1 | -0.5 | -0.6 | -1.1 | 2.7 | 15 | -12 | 9 | 3 | 0 | 107 | 8
O=C(NC1CCSc2ccccc21)c1cccc(OC(F)F)c1 (stereo unspecified) | 1.1 | 0.8 | -1.3 | 1.4 | 20 | -9 | 8 | -3 | -4 | nt | 1
O=C(O)c1ccc(Oc2cc(Oc3ccc(C(=O)O)cc3)cc([N+](=O)[O-])c2)cc1 | -1.7 | -2.1 | -0.6 | 1.4 | -43 | -7 | -4 | 25 | 8 | 96 | 3

Going on with the list.
SMILES | phage Ecoli inh | E coli growth | AddAB inh | MOR-DOR ag | PfHsp90 yeast 2 | MOR-DOR inv ag | Tat transport | Arr AP2 block | PKA-R1A activ | DSG3 Ab inh | Mot1-301 SUMO
NC(=O)N/N=C/c1ccc(-c2ccc([N+](=O)[O-])cc2)o1 | 1.8 | 0.7 | 1.4 | 1.2 | 2 | -6 | 1 | 31 | -13 | 107 | -7
O=C(c1cc(-c2cccs2)on1)N1CCN(c2ccccc2)CC1 | nt | 2.6 | 1.6 | 1.4 | nt | -8 | 10 | 27 | -7 | 104 | -9
CCOC(=O)c1c(C)oc2cc(Cl)c(O)c(CN(C)C)c12 | 0.1 | -1.6 | 0.1 | 1.4 | -5 | -7 | 4 | -4 | 12 | 99 | 60
Cc1cc(C(=O)Nc2sc3c(c2C#N)CCC(C(C)(C)C)C3)no1 (stereo unspecified) | 1.3 | 1.3 | 0.7 | 0.3 | 33 | -1 | 4 | 6 | -2 | 102 | 260
CC(C)c1ccccc1NC(=S)NC1CCCCC1 | 2.8 | 0.2 | -0.7 | -1.3 | -2 | 7 | -2 | 13 | 6 | 102 | 11
COc1ccc(CC(=O)NC(C)c2nnc(SCC(=O)Nc3cc(C)ccc3OC)n2C)cc1 (stereo unspecified) | 0.8 | -0.8 | 2.0 | -2.3 | nt | 11 | 9 | 2 | 1 | 116 | 190
O=C(NC1CCS(=O)(=O)C1)/C(=C/c1ccc(Cl)cc1)NC(=O)c1ccccc1 (stereo unspecified) | 0.8 | 2.7 | 1.6 | -1.1 | -15 | 7 | -3 | 14 | -12 | 94 | -7
COc1ccc(CCNS(=O)(=O)c2ccc3c(c2)CC(C)N3C(C)=O)cc1OC (stereo unspecified) | 0.5 | -0.6 | 1.1 | -1.3 | 1 | 8 | 1 | -9 | 1 | 98 | nt
CC1CCCCN1Cc1nc2ccccc2c(=O)[nH]1 (stereo unspecified) | 2.6 | 0.2 | 1.9 | -0.9 | 8 | 5 | 6 | 15 | -8 | 103 | nt
O=C1[C@@H]2C(c3ccccc3Cl)=NO[C@@H]2C(=O)N1Cc1ccccc1 | -1.0 | -1.5 | 1.4 | -1.1 | 5 | 4 | -2 | -7 | -4 | 99 | -8
Cc1ccc(NC2=NC(c3ccc(C)cc3)n3c(nc(C)cc3=O)N2)cc1 (stereo unspecified) | 3.8 | -2.2 | -2.8 | -2.9 | 26 | 16 | -4 | 0 | -3 | 105 | 7
CCNC(=S)N1CCN(c2ncccn2)CC1 | 2.4 | 0.8 | 2.8 | -2.1 | 9 | 11 | -3 | 3 | 2 | 122 | 346
Cc1ccc(NC(=O)COC(=O)CCc2c[nH]c(=O)[nH]2)cc1 | 2.4 | -0.8 | 0.2 | -2.3 | nt | 12 | 14 | -2 | -7 | nt | 182
Cc1oncc1C(=O)Nc1cccc(C#N)c1 | 2.9 | 0.7 | 2.6 | -0.7 | -6 | 4 | 26 | 11 | 3 | nt | 6
COc1ccc(NC(=O)N2c3ccccc3C(C)=CC2(C)C)cc1 | 3.1 | 2.5 | 1.0 | -2.9 | -6 | 17 | -8 | -3 | -12 | 97 | -19
O=C(Nn1cnnc1)C1CCCN1S(=O)(=O)c1ccc(F)cc1 (stereo unspecified) | 1.4 | 1.4 | 0.9 | -0.7 | -1 | 4 | 4 | 3 | 1 | 102 | 17
Cc1ccc(NC(=O)C2CC2C)cc1S(=O)(=O)N1CCOCC1 (stereo unspecified) | 1.8 | 1.0 | -1.2 | -3.7 | nt | 19 | 1 | -6 | -11 | 102 | -14
O=c1c2cc(Cl)ccc2nc(-c2ccccc2)n1O | -1.6 | -3.7 | -1.4 | -2.4 | 12 | 11 | -4 | -1 | 10 | 98 | 5
CCCn1c(=S)[nH]c2cc(C(=O)N3CCN(C4CCCCC4)CC3)ccc2c1=O | 0.8 | -1.4 | 0.4 | 2.1 | -6 | -11 | 6 | -2 | -1 | nt | 5
CC(C)N(c1ccccc1)c1ccc(NC(=O)CCl)cc1 | 1.7 | 2.9 | 4.4 | 0.1 | 19 | -1 | 10 | -1 | 0 | 143 | 16
COC(=O)CNc1nc(-c2ccncc2)nc2ccccc12 | 0.2 | -0.6 | -0.5 | 0.0 | -18 | 0 | -5 | -2 | -6 | nt | nt
COc1cc(OC)cc(-c2nnc(N(C)C(=O)c3ccncc3)s2)c1 | 3.0 | 0.8 | 1.9 | -3.3 | -3 | 17 | -7 | 2 | -6 | 101 | 191
CCCNC(=O)C(Cc1ccc(Cl)cc1)NC(=O)c1ccc(C#N)cc1 (stereo unspecified) | 1.3 | -3.4 | -1.3 | -4.5 | 10 | 21 | -7 | 0 | -7 | 94 | 4
COc1ccc(/C=N\NC(=O)c2ccccc2F)cc1COc1ccc(F)cc1F | 2.8 | 2.8 | 2.2 | 0.5 | -19 | -3 | 0 | -5 | 7 | 104 | 24
COc1cc(/C=N/NC(=O)c2cc(C3CC3)[nH]n2)cc(OC)c1OC | -1.0 | -3.9 | 1.7 | -2.9 | -119 | 15 | 2 | -5 | 1 | 105 | 216
CC1(c2nnc(-c3ccccc3)o2)CC(c2ccccc2)=NO1 (stereo unspecified) | 2.4 | 0.2 | 0.5 | 0.8 | -9 | -5 | 10 | 16 | -6 | 103 | -16
O=c1c2c(C(F)(F)F)cc(C(F)(F)F)nc2[nH]n1-c1ccccc1 | 5.1 | 2.8 | 4.0 | -2.9 | 33 | 15 | -17 | 2 | 4 | 108 | -4
Cc1ccc(C(=O)CCC(=O)NN2C(=O)NC3(CCCCC3)C2=O)cc1 | 3.0 | -2.0 | 2.0 | 1.7 | -2 | -11 | 0 | 23 | 2 | 104 | -22
CC(=O)N1c2ccc(S(=O)(=O)N3CCCC(C(=O)NCc4ccccc4)C3)cc2CC1C (stereo unspecified) | 0.1 | -1.0 | 2.1 | -3.6 | 21 | 19 | -9 | 2 | 0 | 98 | 60
